# HEK293 tox = cytotoxic compounds in HEK 293 cells | HEK 293 viability, ATP luminescence (CellTiter-Glo), 48-72 h | AID 1345083 | Potency, µM (doses to about 115 µM), without a hit: top-dose activity change, negative = cytotoxicity, most hits filed as inhibitors | hit rate 6.6% among 94,000; note: potency is the fitted concentration of half-maximal effect; nearly all actives have a fitted effect of over 60% in size
#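 Cells seeded first (HEK 293, 250 cells/well), then compound added by pintool. Incubation ran 48 or 72 hr at 37 degree Celsius. CellTiter-Glo was added and luminescence imaged after 10 min at room temperature.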
# FLuc inh = Photinus pyralis luciferase inhibition; purified P. pyralis luciferase, luminescence, biochemical; Potency, µM (highest dose often 115 µM), for inactives: top-dose activity change, negative = inhibition, usual class: inhibitors; hit rate 2.5% among 76,000; note: potency is the fitted concentration of half-maximal effect; nearly all actives have a fitted effect of over 65% in size
# Target sequence (P08659 whole entry, looked up): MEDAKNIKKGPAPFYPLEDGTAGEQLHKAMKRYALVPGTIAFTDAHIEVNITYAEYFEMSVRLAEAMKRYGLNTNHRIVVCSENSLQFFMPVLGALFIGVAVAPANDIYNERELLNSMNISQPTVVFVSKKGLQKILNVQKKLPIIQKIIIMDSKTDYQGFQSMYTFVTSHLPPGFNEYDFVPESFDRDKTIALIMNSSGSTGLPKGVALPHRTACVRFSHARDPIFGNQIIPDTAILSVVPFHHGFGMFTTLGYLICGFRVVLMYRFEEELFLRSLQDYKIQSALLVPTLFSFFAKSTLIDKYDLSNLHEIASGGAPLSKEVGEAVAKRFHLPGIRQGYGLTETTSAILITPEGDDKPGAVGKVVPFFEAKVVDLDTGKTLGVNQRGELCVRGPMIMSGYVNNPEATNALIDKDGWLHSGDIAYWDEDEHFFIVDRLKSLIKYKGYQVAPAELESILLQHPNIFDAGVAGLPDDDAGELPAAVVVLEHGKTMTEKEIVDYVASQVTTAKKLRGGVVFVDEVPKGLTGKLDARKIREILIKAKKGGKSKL
#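 Biochemical qHTS: compound (6-point titration) added to 10uM D-luciferin plus 10uM ATP in Tris acetate pH 7.5 buffer with Mg, Tween-20 and BSA, then purified enzyme at 10nM; light output imaged.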
# SNCA expr inh = reduces expression of the alpha-synuclein gene; HEK-293 SNCA-luciferase knock-in, luminescence, 24 h; Potency, µM (titrated, usually from 57.2 µM), for the others: at the highest dose activity change, negative = inhibition, hits mostly inhibitors; hit rate 0.17% among 140,000;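 note: potency is the fitted concentration of half-maximal effect; plate controls were DMSO cells for no effect and cell-free wells for full effect; nearly all actives have a fitted effect of over 45% in size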
# SNCA viab count = cell viability loss counter-screen | HEK-293-SNCA-luc viability, GF-AFC fluorescence, 24 h | Potency, µM (series often up to 57.1 µM), for inactives: at the top dose activity change, negative = cytotoxicity, usual class: cytotoxic | hit rate 0.12% among 150,000 | AID 1671193;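 note: potency is the fitted concentration of half-maximal effect; 0% = DMSO-treated cells and -100% = medium-only wells without cells; nearly all actives have a fitted effect of over 30% in size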
#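 Cytotoxicity counterscreen: after 24 h compound treatment of genome-edited SNCA-luciferase HEK-293 cells, live-cell protease substrate GF-AFC read by fluorescence after 30 min; activity scaled between DMSO (0%) and medium-only (-100%), curves Hill-fitted.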
# GPT2 inh = blocks human glutamate pyruvate transaminase 2; Recombinant GPT2, coupled pyruvate oxidase/HRP Amplex Red fluorescence; AID 1671188; hit rate 0.25% among 100,000; Q8TD30; Potency, µM (highest dose often 57.7 µM), without a hit: at the top dose activity change, negative = inhibition, hits mostly inhibitors; note: potency is the fitted concentration of half-maximal effect; nearly all actives have a fitted effect of over 60% in size; many of its hits are not listed in these tables
#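 Inhibition is scored from Amplex Red fluorescence generated when pyruvate oxidase and HRP act on pyruvate released by GPT2. Reactions contain 10ng/uL enzyme, 250uM a-KG and 2mM L-alanine and run 30 min at room temperature.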
# IP6K1 inh = IP6K1 kinase inhibition. activity change, % (series mostly up to about 58 µM). hit rate 0.81% among 140,000. IP6K1 kinase, ADP-Glo luminescence, 2 h; stronger effect = lower value; in the data active = activity change below about -25%
# Target sequence (Q92551 whole entry, looked up): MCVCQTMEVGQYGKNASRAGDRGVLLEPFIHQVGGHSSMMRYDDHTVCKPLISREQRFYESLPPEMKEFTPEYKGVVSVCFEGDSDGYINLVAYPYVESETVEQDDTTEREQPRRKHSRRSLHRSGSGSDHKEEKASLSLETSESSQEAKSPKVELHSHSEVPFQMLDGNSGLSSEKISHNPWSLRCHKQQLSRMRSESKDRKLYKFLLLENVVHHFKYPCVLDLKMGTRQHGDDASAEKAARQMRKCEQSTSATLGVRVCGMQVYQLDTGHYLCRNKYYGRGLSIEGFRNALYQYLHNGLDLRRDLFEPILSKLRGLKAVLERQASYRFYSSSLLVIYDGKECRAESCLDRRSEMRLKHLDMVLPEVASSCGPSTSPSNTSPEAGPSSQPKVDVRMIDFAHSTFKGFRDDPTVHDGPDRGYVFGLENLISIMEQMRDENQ
#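 ADP-Glo luminescence measures ADP made by human IP6K1 during a 2 h RT reaction with ATP/IP6 (mix at 1.3 mM/130 uM); top library doses 57.5 and 19.1 uM final.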
# NIH3T3 tox = cytotoxic compounds in NIH 3T3 cells | NIH 3T3 viability, CellTiter-Glo ATP luminescence, 48-72 h | Potency, µM (highest dose often 96.7 µM), inactives show at the top dose activity change, negative = cytotoxicity, actives largely listed as inhibitors | hit rate 4.3% among 94,000 | AID 1345082; note: potency is the fitted concentration of half-maximal effect; nearly all actives have a fitted effect of over 55% in size
#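 Mouse fibroblast NIH 3T3 cells, 400 per well, received compound via pintool and were incubated for 48 or 72 hr prior to CellTiter-Glo ATP luminescence measurement.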
# * marks the source's active call; other numbers are inactive results; i = inactive; ? = inconclusive; / = not tested or not shown; & = joins results of further samples; [ ] = another dose, or the depositor's remark. Unless noted, calls come from the whole dose curve; as a rule, active = well fitted curve in the direction sought with a large enough effect; inconclusive = small, poorly fitted or top-dose-only effect, or another doubt; inactive = no such curve, though single readings can be large; an effect the other way counts as inactive or inconclusive. Unless noted, % is set by controls: 0 for no effect and ±100 for the full control effect. An excerpt; rates above refer to the full screens.
# Under each structure: HEK293 tox	FLuc inh	SNCA expr inh	SNCA viab count	GPT2 inh	IP6K1 inh	NIH3T3 tox
O=c1[nH]nc2n1CCN(Cc1ccncc1)CC2
→ 6%	0%	-10%	3%	i	-9	-2%
CCOC(=O)c1c(C)[nH]c(C)c1S(=O)(=O)N(C)CC(=O)N1CCN(c2ccccc2OC)CC1
→ /	/	5%	3%	/	-11	/
CC(C)NC(=O)N1CCN(S(=O)(=O)c2ccc3c(ccn3C)c2)CC1
→ /	/	-19%	4%	/	14	/
CCS(=O)(=O)N1CCCC(C(=O)NCCOC)C1 (stereo unspecified)
→ /	/	40%[activator]	-8%	/	2	/
CCOc1ccc(-c2nnc(SCC(=O)NCCc3ccc(OC)c(OC)c3)nc2-c2ccc(OCC)cc2)cc1
→ /	/	2%	-1%	/	-4	/
COCCNC(=O)c1cc(-c2cccc3[nH]ccc23)cc2ncn(C)c12
→ -47%[172 µM]	12%[172 µM]	2%[87.6 µM]	-1%[87.6 µM]	1%[88.5 µM]	7	?
O=C(CCc1nnn2c1CN(C(=O)c1ccccc1)CC2)N1CCOCC1
→ 0%	1%	2%	6%	i	-4	4%
CCOc1ccc(CNC(=O)CCn2c(=O)c3cccn3c3ccc(F)cc32)cc1
→ /	/	13%	4%	/	7	/
CC(=O)N1CC2(CCCN(C(=O)CCC(=O)O)C2)Cc2ccccc21 (stereo unspecified)
→ 4%	/	?	1%	3%	-10	4%
COC(=O)[C@@H]1Cc2c([nH]c3ccccc23)[C@H]2C[C@@H](NCc3cccnc3)C[C@@H](c3ccc(F)cc3)N21
→ 22µM*	-2%	-11%	0%	3%	-7	20µM*
Cc1ccc(C2NC(=O)N(CC(=O)Nc3cc(F)ccc3F)C3=C2C(=O)OC3)cc1 (stereo unspecified)
→ ?	-3%	?	-17%	i	15	-26%
Cc1nc(-c2ccc(F)cc2)n(Cc2ccccc2F)c(=O)c1CCO
→ ?	1%	-1%	2%	i	-7	?
COc1cccc2sc(NC(=O)c3ccc4c(c3)OCCO4)nc12
→ /	/	88%[activator]	-8%	/	-20	/
Cc1ccn2c(=O)cc(CSc3nnc(NC(=O)c4ccccc4Cl)s3)nc2c1
→ /	/	47%[activator]	14%	/	-13	/
O=C(c1nc2sccn2c1-c1cccc(C(F)(F)F)c1)N1CCCCC1
→ ?	/	17%	-19%	i	11	-25%
COC(=O)C1=CN(CC(=O)NC(C)c2ccccc2)S(=O)(=O)N=C1C (stereo unspecified)
→ -5%	0%	-25%	-4%	-7%	-1	i
O=C(N1CCC(Cc2nc(-c3ccccc3)n[nH]2)C1)C1(c2ccccc2)CC1 (stereo unspecified)
→ 45µM*	/	32%[activator]	-9%	i	7	?
COc1cccc(N2CCN(c3ncc4c(n3)CCN(Cc3ccc(Br)cc3)C4)CC2)c1
→ /	/	-24%	-1%	/	0	/
Cc1noc(-c2cn(C3CCCN(C(=O)c4ccc(OC(F)(F)F)cc4)C3)nn2)n1 (stereo unspecified)
→ -8%	8%	19%	0%	i	4	-24%
CC(=O)N1CC(N2C(=O)c3c(c(C)nn3-c3ccccc3)C2C2CC2)C1 (stereo unspecified)
→ 4%[172 µM]	/	/	/	/	11	?
O=C(Cn1c(=O)n(-c2ccc(F)cc2)c(=O)c2sc3ccccc3c21)NC1CCCC1
→ /	/	-3%	?	/	12	/
COc1cccc(C(=O)N2CCC(C(=O)N3CCC(N4CCCC4=O)CC3)CC2)c1
→ -3%	/	-7%	12%	-12%	21	-26%
C=CCOc1c(OC)ccc2c1CN(Cc1ccco1)C(=O)CCN2CC(O)COC(C)(C)C (stereo unspecified)
→ ?	/	/	/	/	-4	?
COCCN1CCC(CN2CCN(c3ncc(C)c(N)n3)CC2)CC1
→ -7%	-13%	8%	-5%	-11%	5	-16%
CCN(CC)S(=O)(=O)c1ccc(C(=O)NCCSc2c(-c3ccccc3)[nH]c3ccccc23)cc1
→ /	/	?	5%	/	-2	/
O=C(c1cccnc1)N1CC(CNc2ccccc2)C2(C1)CN(c1ccccc1)C2 (stereo unspecified)
→ ?	-1%[172 µM]	-18%[87.6 µM]	-10%[87.6 µM]	1%[88.5 µM]	2	?
COCCN1C(=O)c2ccccc2C(C(=O)NCc2ccc(F)cc2)C12CCCCC2 (stereo unspecified)
→ -1%	-2%	5%	-13%	2%	5	-26%
COc1cc2c(cc1OC)C(CNC(=O)c1ccccc1)N(C(=O)Nc1cccc(F)c1)CC2 (stereo unspecified)
→ ?	-3%	5%	-3%	i	12	-17%
CCc1ccc(NC(=O)N2CC(C(=O)N(C)C)C3(CCOCC3)C2)cc1 (stereo unspecified)
→ i	-5%	-22%	1%	i	20	-10%
Cc1noc2c(NCCCn3ccnc3)cc(-c3ccccc3)nc12
→ ?	3%[172 µM]	17%[87.6 µM]	?	4%[88.5 µM]	-5	11µM*
CN1C(C(=O)c2ccccc2)=C(NC(=O)c2ccccc2Br)c2ccccc2S1(=O)=O
→ /	/	-30%	1%	/	-10	/
CCCCOc1ccc(C(=O)N2CC(=O)Nc3ccc(Br)cc3C2c2ccc(F)cc2)cc1 (stereo unspecified)
→ /	/	?	-20%	/	-13	/
Cc1ccc(C)c(CN2C(=O)C(O)(c3c(C)[nH]c4ccccc34)c3ccccc32)c1 (stereo unspecified)
→ /	/	-19%	-8%	/	-12	/
O=C(N1CCOCC1)N1CCn2c(nnc2-c2cncc(Br)c2)C1
→ i	/	-9%	2%	-11%	8	0%
Cc1ccc(-n2nc(C(=O)N(C)c3ccc(C)c(C)c3)c3c4ccccc4n(C)c3c2=O)cc1
→ /	/	-14%	-2%	/	5	/
COc1cccc(N2C(=O)NC(=NC3CCCCC3)C23CCN([S+](=O)([O-])c2cccc(OC)c2)C3)c1 (stereo unspecified)
→ -10%	4%	?	-19%&-16%	i	-1&-7	-18%&-6%
O=C(CC1CCOCC1)Nc1ccc(N2CCOCC2)cc1
→ 17%	-9%	-7%	-2%[12.5 µM]	i	-7	-11%
c1ccc(C2CN3CCSC3=N2)cc1 (stereo unspecified)
→ /	/	?	4%	0%	/	/
O=C(Nc1cccc(C(=O)OCc2cc(=O)n3c4c(sc3n2)CCCC4)c1)c1cccc(F)c1
→ /	/	15%	-16%	/	5	/
Cc1ccccc1Cn1cc(-c2ccncc2)cc1C(=O)N1CCCC(C)C1 (stereo unspecified)
→ 45µM*	-7%	1%	3%	3%	-5	?
C=CCN1CCN(C(=O)C2CCCN(S(C)(=O)=O)CCC(=O)NCC2)CC1 (stereo unspecified)
→ i	-7%	-5%	1%	-2%	0	i
Cc1nn(-c2ccc(F)cc2)c(C)c1[C@@H]1C=C[C@@H](NCc2ccc(C(C)C)cc2)C1
→ 11µM*	10%[172 µM]	?	?	-4%[88.5 µM]	-2	10µM*
O=C(C1CCCCC1)N1C[C@@H](CO)[C@H](c2nc(-c3ccncc3)no2)C1
→ -26%	-13%	0%	2%	-2%	-10	-25%
Cc1ccc(C(=O)N2CCCC(n3cc(-c4nc(-c5ccccc5)no4)nn3)C2)s1 (stereo unspecified)
→ ?	?	24%	?	i	0	?
CCc1ccc(NC(=O)C2CCN(S(=O)(=O)c3ccc4[nH]c5c(c4c3)CCCCC5)CC2)cc1
→ /	/	?	-2%	/	4	/
CCOc1ccc(CN2C[C@@H]3C(=O)N(CCN4CCc5ccccc5C4)C(=O)[C@@H]3C2)cc1
→ ?	1%	-16%	5%	?	3	?
O=C1Nc2ccc(-c3ccc(Cl)cc3)cc2C(=O)N2CCN(C(=O)NC3CCCCC3)C[C@H]12
→ ?	4%	2%	2%	0%	2	?
COCCNC(=O)[C@H]1C[C@H](Oc2ccccc2)CN1Cc1cccnc1
→ i	0%	3%	2%	-16%	18	i
Cc1nc([C@@H]2CN(S(=O)(=O)C(C)C)C[C@H]2C(N)=O)n[nH]1
→ -7%	-14%	29%	-21%	-1%	8	-7%
CCc1ccc(C2c3c(-c4cc(C)ccc4O)n[nH]c3C(=O)N2CCO)cc1 (stereo unspecified)
→ /	/	52%[activator]	-9%	/	4	/
Cc1cccc(Cn2c(SCc3ccc(C(=O)NCc4cccs4)cc3)nc3ccncc32)c1
→ /	/	-18%	-30%	/	-9	/
COc1ccc(C)cc1NS(=O)(=O)c1cc(Br)cc2c1N(C(C)=O)C(C)C2 (stereo unspecified)
→ /	/	1%	2%	/	12	/
CCOc1ccccc1CN1CCc2nc(N3CCOCC3)[nH]c(=O)c2CC1
→ -11%	-3%	27%	-3%	i	0	-17%
C=CCNC(=O)c1coc(COc2ccc3ccc(OC)cc3c2)n1
→ 45µM*	-20%	-18%	-5%	i	2	?
COc1ccc(CNC(=O)c2sc3nc4n(c(=O)c3c2C)CCCC4)cc1
→ /	/	158%[activator]	15%	/	-6	/
Cc1cc(C)cc(NC(=O)c2cccc3c2C(=O)N(C2CCCCC2)C3)c1
→ /	/	-1%	-11%	/	9	/

# Nothing new here: entries from further up.
# Under each structure: HEK293 tox	FLuc inh	SNCA expr inh	SNCA viab count	GPT2 inh	IP6K1 inh	NIH3T3 tox
O=C1Nc2ccc(-c3ccc(Cl)cc3)cc2C(=O)N2CCN(C(=O)NC3CCCCC3)C[C@H]12
→ ?	4%	2%	2%	0%	2	?
COCCNC(=O)[C@H]1C[C@H](Oc2ccccc2)CN1Cc1cccnc1
→ i	0%	3%	2%	-16%	18	i
Cc1nc([C@@H]2CN(S(=O)(=O)C(C)C)C[C@H]2C(N)=O)n[nH]1
→ -7%	-14%	29%	-21%	-1%	8	-7%
CCc1ccc(C2c3c(-c4cc(C)ccc4O)n[nH]c3C(=O)N2CCO)cc1 (stereo unspecified)
→ /	/	52%[activator]	-9%	/	4	/
Cc1cccc(Cn2c(SCc3ccc(C(=O)NCc4cccs4)cc3)nc3ccncc32)c1
→ /	/	-18%	-30%	/	-9	/
COc1ccc(C)cc1NS(=O)(=O)c1cc(Br)cc2c1N(C(C)=O)C(C)C2 (stereo unspecified)
→ /	/	1%	2%	/	12	/
CCOc1ccccc1CN1CCc2nc(N3CCOCC3)[nH]c(=O)c2CC1
→ -11%	-3%	27%	-3%	i	0	-17%
C=CCNC(=O)c1coc(COc2ccc3ccc(OC)cc3c2)n1
→ 45µM*	-20%	-18%	-5%	i	2	?
COc1ccc(CNC(=O)c2sc3nc4n(c(=O)c3c2C)CCCC4)cc1
→ /	/	158%[activator]	15%	/	-6	/
Cc1cc(C)cc(NC(=O)c2cccc3c2C(=O)N(C2CCCCC2)C3)c1
→ /	/	-1%	-11%	/	9	/
